Bioassay records from PubChem BioAssay.
Lmaj promast – reduces viability of Leishmania major promastigotes; inhibition, % at 10 µM; AID 1063; 9% of 200,000 active; resazurin fluorescence viability; in the data active = inhibition above about 50%;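 note: promastigotes grown with compound for 44 hours at 28 °C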
TNAP inh noacc – TNAP (human) inhibition, acceptor-free conditions | inhibition, % at 20 µM | AID 1012 | 0.26% of 200,000 active | purified TNAP, CDP-star luminescence, 30 min;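 active = tissue-nonspecific alkaline phosphatase inhibition above about 50% at 20 µM in the single-dose screen, limit read from the data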;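 note: 0% = DMSO negative control and 100% = EDTA positive control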
Target sequence (P05186 whole entry, looked up): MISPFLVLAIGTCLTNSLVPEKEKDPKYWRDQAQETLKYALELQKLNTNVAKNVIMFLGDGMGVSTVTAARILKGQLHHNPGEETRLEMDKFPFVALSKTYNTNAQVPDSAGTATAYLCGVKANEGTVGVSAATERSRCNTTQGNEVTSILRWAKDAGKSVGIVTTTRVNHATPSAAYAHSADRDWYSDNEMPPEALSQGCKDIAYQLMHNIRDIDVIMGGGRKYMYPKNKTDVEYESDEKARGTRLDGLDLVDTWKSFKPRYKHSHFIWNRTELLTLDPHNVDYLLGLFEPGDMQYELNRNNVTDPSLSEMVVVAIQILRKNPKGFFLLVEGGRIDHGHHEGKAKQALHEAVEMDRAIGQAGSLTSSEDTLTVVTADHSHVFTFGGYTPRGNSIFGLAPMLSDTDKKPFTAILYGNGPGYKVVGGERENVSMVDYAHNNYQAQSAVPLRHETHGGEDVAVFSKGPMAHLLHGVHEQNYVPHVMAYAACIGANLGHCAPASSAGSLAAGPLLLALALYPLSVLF
bIAP inh – intestinal alkaline phosphatase (bovine) inhibition | purified bovine IAP, CDP-star luminescence, 30 min | inhibition, % at 20 µM | 190,000 tested, under 10 active | AID 1019;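 active = over 50% inhibition of intestinal alkaline phosphatase at 20 µM in the single-dose screen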
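test system = bovine IAP enzyme | medium = DEA buffer 100 mM, pH 9.8, with MgCl2 1.0 mM, ZnCl2 0.02 mM | detection = luminescence | dosing = single compound dose of 20 µM, 2% DMSO final | incubation = 30 min reaction at room temperature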
FLuc inhib CS – counter-screen for luciferase assay inhibitors: firefly luciferase inhibition; ATPLite firefly luciferase biochemical luminescence, 10 min; inhibition, % at 10 µM; 1.5% of 200,000 active;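 active = inhibition above about 50% when tested at 10 µM, limit read from the data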
Target sequence (P08659 whole entry, looked up): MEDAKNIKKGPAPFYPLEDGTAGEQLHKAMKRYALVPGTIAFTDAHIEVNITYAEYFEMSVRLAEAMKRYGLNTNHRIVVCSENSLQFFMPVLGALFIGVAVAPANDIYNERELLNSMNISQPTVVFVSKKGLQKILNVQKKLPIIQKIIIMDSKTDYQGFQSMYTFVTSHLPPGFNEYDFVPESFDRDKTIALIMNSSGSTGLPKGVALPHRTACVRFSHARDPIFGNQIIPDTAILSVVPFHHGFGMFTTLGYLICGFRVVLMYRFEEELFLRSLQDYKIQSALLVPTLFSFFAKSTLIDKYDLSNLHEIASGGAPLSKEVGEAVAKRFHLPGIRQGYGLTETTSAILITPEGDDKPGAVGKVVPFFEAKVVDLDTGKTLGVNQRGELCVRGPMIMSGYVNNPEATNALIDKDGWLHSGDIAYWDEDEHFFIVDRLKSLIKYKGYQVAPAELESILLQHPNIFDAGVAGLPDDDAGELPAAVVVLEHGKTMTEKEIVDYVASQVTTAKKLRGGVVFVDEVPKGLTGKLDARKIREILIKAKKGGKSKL
TNAP inh hi DEA – TNAP (human) inhibition, high acceptor | P05186 | purified TNAP, CDP-star luminescence, 1 M DEA | inhibition, % at 20 µM | 0.03% of 200,000 active;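 active = over 50% inhibition of tissue-nonspecific alkaline phosphatase at 20 µM in the single-dose screen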;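 note: plate controls were DMSO wells for no effect and EDTA-quenched wells as full inhibition for full effect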
TNAP act hi DEA – TNAP (human) activation, high acceptor; activation factor at 20 µM; P05186; AID 1136; 200,000 tested, under 10 active; purified TNAP, CDP-star luminescence, 1 M DEA, 30 min; active compounds read high; 0 = EDTA background, 1 = DMSO-only activity;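 active = activation factor at least 2 at 20 µM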
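Assay system: human TNAP; Input: enzyme diluted 1/800 final; Reagent: CDP-star luminogenic substrate at 100 µM final; Timing: 30 min, room temperature; Signal: luminescence; Evaluation: TNAP activation factor scaled between EDTA and DMSO control wells.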
RAM network inh – yeast RAM network inhibition. S. cerevisiae dse1pr::URA3 reporter, 5-FOA growth OD615, 2 d; analog-sensitive cbk1-as2 kinase mutant strain. 1.8% of 190,000 active. inhibition, % at 50 µM. AID 868;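 active = inhibition above a set limit, 3 SD over mean compound inhibition, cut at about 8.4% in these data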;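 note: 0% = DMSO-only wells with no growth and 100% = 10 µM 1-NA-PP1 full growth; inhibition rescues growth on 5-FOA so higher OD means more RAM inhibition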
FLuc stim CS – firefly luciferase counter-screen for stimulation assays; P08659; ATPlite luciferase biochemical, luminescence, 10 min; 0 = ATP-free wells, 1 = DMSO control; activation factor at 10 µM; 200,000 tested, under 10 active; AID 1027;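 active = luciferase activation factor, scaled between plate controls, of at least 2 with compound at 10 µM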
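Assay system – cell-free luciferase reagent · Medium – PBS-based ATP solution · Dosing – test compounds dosed from 2 mM stocks in 100% DMSO · Timing – 10 min, room temperature · Technique – light output (luminescence) · Measure – luminescence gain marking luciferase activators · Controls – No-ATP low control, compound-free enzyme-plus-ATP high control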
bIAP act – increases bovine intestinal alkaline phosphatase activity; 0.17% of 200,000 active; activation factor at 20 µM; purified bovine IAP, CDP-star luminescence, 30 min; active compounds read high; fold of DMSO-control signal, blank-subtracted;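 active = activation factor of 2 or more at 20 µM, a signal rise over negative controls twice the positive control's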
APP 5UTR inh – APP translation inhibition. inhibition, % at 2 µM. SH-SY5Y APP 5'UTR-luciferase reporter, luminescence. 0.82% of 190,000 active;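 active = inhibition above a set limit, derived from the sample mean plus 3 SD, cut at about 45% in these data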; note: values of inactives mirror those of a sister screen read the other way
* = called active by the depositor; . = not tested or not shown.

structure,bIAP act,RAM network inh,FLuc stim CS,FLuc inhib CS,APP 5UTR inh,Lmaj promast,TNAP act hi DEA,bIAP inh,TNAP inh noacc,TNAP inh hi DEA
COC(=O)c1sc(N)c(C(=O)OC)c1COC(=O)CCNS(=O)(=O)c1ccc(C)cc1,1.2,6.6,1,0.2,22.2,5.8,1,-23.5,-2.5,0.5
CC(C)CCn1cnc2c(cnn2-c2ccc(Cl)cc2)c1=O,0.9,1.4,1,0.1,-3.5,-8.8,1,7.2,-9.5,-2.1
O=C(Oc1ccc(-c2cnc3ccccc3n2)cc1)c1ccc(Br)o1,0.7,1.8,1,-4.0,-112.6,0.8,1.1,25.5,-3.3,-5.8
CCOC(=O)C1(Cc2ccccc2)CCN(C2Cc3ccccc3C2)CC1,1,-0.6,1.1,-8.6,1.4,83.2*,1.1,1.2,-8.4,-5.1
C[C@H](NC(=O)c1ccco1)C(=O)Nc1ccc2c(c1)OCO2,1.1,-1.9,0.9,7.2,1.4,6.2,1,-10.0,-5.8,0.6
CC(=O)Nc1ccc(C2=NNC(=Nc3cccc(S(=O)(=O)N(C)C)c3)SC2)cc1,1.1,3.8,1,-4.7,0.3,-0.8,1,-9.2,-3.1,-2.3
CCn1ccnc1CN(C)C(=O)CCc1nnc(CCC2CCCCC2)o1,1,-0.1,1.1,-5.9,-3.9,-1.8,1.1,0.2,-11.1,-6.1
Cc1csc(NC(=O)c2sc3nc(-c4cccs4)ccc3c2N)n1,0.8,3.4,1,1.8,-91.7,25.1,1,21.7,0.6,0.9
Cc1ccc(Nc2nnc(SCC(=O)NCc3ccco3)s2)cc1,0.8,5.3,0.9,11.4,-9.3,-4.6,1,21.8,-7.7,-4.1
O=C(c1ccsc1)N1CCN(C(=O)c2cccs2)CC1,1,0.9,1.1,-5.9,1.0,0.4,1,2.4,-11.8,-1.5
O=C(CN1C(=O)NC2(CCc3ccccc32)C1=O)Nc1cc(C(F)(F)F)ccc1N1CCOCC1 (stereo not given),1.1,.,1.1,-5.5,.,.,1,-5.5,-6.1,-3.5
CC(=O)Nc1ccccc1C(=O)N1CCN(Cc2ccccc2)CC1,0.9,-0.7,1,-4.5,8.3,3.2,1,6.2,-14.3,-4.5
CCOc1ccccc1NC(=O)Cn1cnc2c(cnn2-c2ccc(C)c(C)c2)c1=O,1,2.3,1,-3.2,-1.4,-4.2,1,4.2,-1.1,-0.3
Nc1ccc2cn[nH]c2c1,1.2,1.5,1,-2.2,2.5,-5.7,1,-16.7,-1.7,3.4
O=C(COc1ccc2ccccc2c1)NNC(=O)Cc1cccc2ccccc12,0.9,5.9,1.1,-5.5,-13.6,-9.6,1,12.3,-4.8,-3.1
CC(C)CCn1c(Oc2ccccc2Cl)nc2c1c(=O)n(C)c(=O)n2C,1,4.0,1,3.6,-22.1,3.0,1,-2.3,1.2,4.8
O=S(=O)(c1ccc(Cl)nc1)N1CCN(Cc2ccc3c(c2)OCO3)CC1,1,0.2,1.1,-8.1,-6.6,43.4,1,1.5,-7.3,0.1
COCCN1Cc2cccc(C(=O)Nc3ccc(S(=O)(=O)N4CCOCC4)cc3)c2C1=O,1,6.7,1.1,-9.9,0.6,-0.5,1.1,0.1,-5.1,-6.2
NC(=O)C1=C[C@@H](c2ccc(C(F)(F)F)cc2)C[C@@H](OCCCCO)O1,1,0.5,1,-3.5,11.9,-3.6,1,4.2,-6.4,-3.9
O=C(NC1CCCc2ccccc21)C1CCN(S(=O)(=O)c2cccc3nsnc23)CC1 (stereo not given),1,3.4,1,-1.6,1.6,6.5,1,2.6,-4.6,-0.8
COc1cccc(CN2CCN(Cc3cccc4nonc34)CC2CCO)c1 (stereo not given),0.9,-0.7,1.1,-5.6,-11.1,3.1,1.1,5.9,-10.8,-7.7
CCCC(=O)Oc1ccccc1C1SCc2cc(C)c(C)cc2CS1,0.9,4.3,1,-2.9,-1.1,9.4,1,8.2,-6.6,-2.9
COc1ccc(NC(=O)c2cccc(C#N)c2)cc1NS(=O)(=O)c1ccc(F)cc1,1.1,5.3,1,-1.9,-8.1,32.5,1,-7.0,-2.8,-0.7
CC(C)C(=O)Nc1ccc(S(=O)(=O)Nc2ccccn2)cc1,1,0.4,1,-0.9,-17.8,-4.4,1,-1.6,-12.3,-2.7
CCCC(=O)c1c[nH]c(C(=O)N2CCOCC2)c1,1.1,2.0,1.1,-6.1,5.9,1.0,1.1,-9.3,-4.9,-5.2
C1=C(c2ccccc2)CCN(c2nc3ccccc3n3cnnc23)C1,1,1.8,1,3.9,-10.7,-0.1,1,-3.6,-15.0,0.0
O=C(CCS(=O)(=O)c1ccc(Br)s1)NCc1ccc2c(c1)OCO2,0.9,3.2,1,-2.3,-5.4,-0.1,1,13.4,-15.8,-1.9
COc1ccc(-c2cn3cccnc3n2)cc1F,1.1,5.8,0.4,56.7*,-13.8,79.8*,1,-14.5,-10.6,-1.8
Cc1sc2nc(SCc3nc(-c4cccs4)no3)n(-c3ccccc3)c(=O)c2c1C,1,2.8,1,-1.9,-4.7,27.2,1.1,-0.6,-8.6,-5.8
O=C(Cn1cc(C(F)(F)F)ccc1=O)N/N=C/c1ccc(F)cc1,0.9,0.9,1,-4.4,0.5,-3.6,1,13.2,-13.0,-4.8
O=C(O)CCC(=O)N1CCc2cc(S(=O)(=O)NC3CCCC3)ccc21,1,0.8,1,0.0,0.1,-3.1,1,-0.3,-6.0,-2.6
O=C(C1=C[C@H](c2coc3ccccc3c2=O)C[C@H](OCCCCO)O1)N1CCOCC1,1,0.6,1.1,-5.9,3.5,-6.9,1,3.5,-5.3,-2.4
Cc1ccc(/C=N/NC(=O)CSc2nc3ccccc3n2Cc2ccc(Cl)cc2)o1,0.9,2.5,1,0.1,1.4,23.5,1,11.0,-2.4,-1.2
c1ccc2sc(Sc3ncnc4sccc34)nc2c1,0.9,3.2,0.4,64.4*,-0.3,68.6*,1,6.2,-3.5,1.1
CCOc1cc(Br)ccc1S(=O)(=O)NCc1ccccc1,0.6,-0.7,1,-4.7,1.4,-2.2,1,36.2,-6.7,-3.4
N#Cc1ccc(OCC(O)CS(=O)(=O)c2ccccc2)cc1 (stereo not given),1,3.0,1.1,-6.4,-3.1,-9.8,1,-3.0,-6.5,-3.8
COc1cc2c(cc1NC(=O)Nc1ccccc1)oc1ccccc12,0.9,2.0,1.1,-7.8,2.6,4.0,1.1,6.5,-14.7,-11.7
O=C(Nc1ccccc1)O/N=C1\CCCCC1c1ccc([N+](=O)[O-])cc1[N+](=O)[O-] (stereo not given),0.9,2.3,1,-3.2,-0.8,99.6*,1,9.1,-4.1,-0.1
O=C1CC(N2CCN(c3ncccn3)CC2)C(=O)N1CCc1ccccc1 (stereo not given),1.1,-0.8,1,-1.8,-12.7,-4.3,1,-11.7,-5.2,-1.9
N#Cc1c(NC(NC(=O)c2ccco2)C(=O)c2ccccc2)sc2c1CCCC2 (stereo not given),0.9,3.5,1.1,-5.5,-2.6,-0.3,1,10.6,-17.6,-3.6
CCN(CC)S(=O)(=O)c1cccc(NC(=O)C2SC(=Nc3ccc(C)cc3C)C(C(=O)NCC3CCCO3)=C2N)c1 (stereo not given),1.1,4.0,1.1,-6.6,-5.5,-4.6,1,-6.9,-5.0,-4.1
Cc1sc2nc(CN(Cc3cccs3)C(=O)NC3CCCCC3)[nH]c(=O)c2c1C,1.2,3.0,1,0.2,-12.4,53.2*,1.1,-15.5,-9.6,-8.1
CC(=O)OC[C@H]1O[C@@H](O/N=C/C[C@@H]2C=C[C@H](OC(C)=O)[C@@H](COC(C)=O)O2)[C@H](OC(C)=O)[C@@H](OC(C)=O)[C@@H]1OC(C)=O,1,-0.4,1,-1.9,-3.6,11.6,1.1,2.1,-10.3,-6.5
COc1ccccc1Nc1nc2ccc(C)cc2cc1C#N,1,4.8,1,-0.6,3.4,-6.8,1,-0.2,1.2,-2.4
Cc1cccc(/C=N/N(CCO)C2=NS(=O)(=O)c3ccccc32)c1,1,1.6,1.1,-6.1,9.8,1.0,1,2.9,-4.6,0.1
OCCN(Cc1ccccc1)Cc1cccc(F)c1,1,1.2,1,-0.8,-7.7,4.0,1,3.5,-4.1,3.0
FC(F)(F)c1ccc(NC(=S)NC2CCCCC2)cc1,1,2.1,1,-2.5,-31.3,8.8,1.1,2.5,-5.7,-7.1
CCOC(=O)c1sc(=S)n(-c2ccc3c(c2)OCO3)c1N,1,2.8,1,-0.7,-19.3,36.2,1,3.5,-10.9,-1.5
N=C1c2ccccc2CN1NC(=O)c1cccc(S(=O)(=O)N2CCCCC2)c1,0.9,0.4,1.1,-7.9,8.4,-0.4,1,8.7,10.7,-0.6
CN(c1ccccc1)c1ccc(/C=C(\C#N)c2nnc3n2CCCCC3)cc1[N+](=O)[O-],1,0.4,1,-4.2,-11.5,56.0*,0.9,-3.6,6.8,8.5
c1ccc(-c2nnc(-c3ccncc3)nc2-c2ccccc2)cc1,1.1,2.8,1,2.0,2.3,16.8,1,-11.4,-1.4,1.5
CN1c2ccccc2Oc2nnc(N3CCN(Cc4ccccc4)CC3)cc21,1.1,0.1,0.9,6.7,-52.6,25.0,1,-7.1,-9.9,-3.9
CCOC(=O)C1=C(C)OC(N)=C(C#N)C1c1cc(SCC)oc1C (stereo not given),1.2,0.5,1,-1.2,-9.5,-3.3,1,-20.8,-9.6,1.3
O=C(NCc1ccco1)C12CC3CC(CC(C3)C1)C2,0.5,-0.3,1.1,-7.3,17.5,-0.5,1,.,-9.9,-1.8
CCOc1ccc(CCNC(=O)CSc2cc(=O)n(C)c3ccc(Cl)cc23)cc1OCC,0.5,0.2,1.1,-6.5,1.1,0.6,1,46.1,-10.5,2.3
Cc1ccc(NC(=S)N/N=C2\CC3CC=CC23)c(C)c1 (stereo not given),1.2,0.1,1,-1.1,7.3,-0.8,1,-16.5,2.9,-1.9
O=C(COC(=O)c1ccc2ccccc2c1)NCCCc1ccccc1,1,3.9,1.1,-5.1,9.7,-7.7,1,-3.5,-15.2,-2.8
CCn1c(C(=O)N2CCC(C(=O)N3CCN(c4ccccn4)CC3)CC2)cc2sccc21,1,1.7,1.1,-6.0,17.4,-7.1,1,-1.9,5.7,-1.9

A portion taken from the entries so far:
structure,bIAP act,RAM network inh,FLuc stim CS,FLuc inhib CS,APP 5UTR inh,Lmaj promast,TNAP act hi DEA,bIAP inh,TNAP inh noacc,TNAP inh hi DEA
O=C(COC(=O)c1ccc2ccccc2c1)NCCCc1ccccc1,1,3.9,1.1,-5.1,9.7,-7.7,1,-3.5,-15.2,-2.8
CCn1c(C(=O)N2CCC(C(=O)N3CCN(c4ccccn4)CC3)CC2)cc2sccc21,1,1.7,1.1,-6.0,17.4,-7.1,1,-1.9,5.7,-1.9

Rows were taken by chance; overall some 13% were active at least once.
